All columns: NCI-60 one-dose screen, growth in % after 48 h at 10 µM unless noted; 100 = growth as untreated, 0 = no growth, -100 = all killed.
786-0 – 786-0 renal cancer cells. 5.1% of 81,000 active
A498 – A498 renal cancer cells. AID 1794774. 5.4% of 76,000 active
ACHN – ACHN renal cancer. 4.9% of 81,000 active
TK-10 – TK-10 renal cancer cells; 3.9% of 81,000 active
SN12C – SN12C renal cancer cells | 3.8% of 81,000 active | AID 1794767
DU-145 – DU-145 prostate cancer; 4.2% of 81,000 active
RXF 393 – RXF 393 renal cancer cells; 6.9% of 77,000 active; AID 1794773
CAKI-1 – CAKI-1 renal cancer; 4.7% of 75,000 active
UO-31 – UO-31 renal cancer. 5.2% of 81,000 active. AID 1794768
Numbers without * were called inactive; & = joins results of further samples. The calls were made as follows: active = growth percent below 10; inactive = the rest. Not a hit list (roughly 11% active in at least one column).

Results for Nc1cccc(-n2c(COc3ccc(OC(F)(F)F)cc3)nc3ccccc32)c1 ?
786-0: 108&108; A498: 153&146; ACHN: 105&91; TK-10: 109&111; SN12C: 107&110; DU-145: 135&103; RXF 393: 104&103; CAKI-1: 97&59; UO-31: 92&57

Results for CN(C)C(=S)Nc1ccccc1 ?
786-0: 95; A498: 101; ACHN: 98; TK-10: 99; DU-145: 96; RXF 393: 123; UO-31: 76

How did N#CC1=C(c2cccs2)Nc2c(c(-c3ccccc3)nn2-c2ccccc2)C12C(=O)Nc1ccc(Cl)cc12 (stereo not given) do in these assays?
786-0: 22; A498: 89; ACHN: 13; TK-10: 31; SN12C: 34; DU-145: 50; RXF 393: -11*; CAKI-1: 23; UO-31: 13

Results for COc1ccc(-c2nc(Br)cn3ccnc23)cc1 ?
786-0: 104; A498: 100; ACHN: 93; TK-10: 95; SN12C: 91; DU-145: 110; RXF 393: 111; CAKI-1: 85; UO-31: 77

What do the screens show for `COc1ccc(Cn2cc3c(c2)-c2oncc2CC3)cc1`?
786-0: 72; A498: 58; ACHN: 99; TK-10: 101; SN12C: 78; DU-145: 176; RXF 393: 76; CAKI-1: 64; UO-31: 68

How did CC1=CC2ON(C(=O)c3ccccc3)C1C1C(O)c3ccccc3N3C(=O)CO[C@]213 (stereo not given in full) do in these assays?
786-0: 100; A498: 98; ACHN: 99; TK-10: 115; SN12C: 17; DU-145: 108; RXF 393: 100; UO-31: 79

What do the screens show for `CCCCCCCCCCCCCCCC[N+]1(CC)CCCC1`?
786-0: -58*; A498: -9.6*; ACHN: 10.0*; TK-10: -59*; SN12C: -17*; DU-145: -92*; CAKI-1: -42*; UO-31: 38

What do the screens show for `O=S(=O)(NCCNc1cc(-c2c(-c3cccc(O)c3)nc3sccn23)ccn1)c1ccc(F)cc1`?
786-0: 58; A498: 55; ACHN: 62; TK-10: 105; SN12C: 52; DU-145: 66; RXF 393: 70; CAKI-1: 36; UO-31: 37

Results for COc1cccc(C2=NN3C(C2)c2cc(Br)cc(OC)c2OC32CCN(Cc3ccccc3)CC2)c1 (stereo not given) ?
786-0: 104; A498: 104; ACHN: 102; TK-10: 108; SN12C: 99; DU-145: 105; RXF 393: 115; CAKI-1: 90; UO-31: 85

Results for Cc1ccc2nc(-c3ccc(C(=O)N/N=C/c4cc(O)c(O)c(O)c4)cc3)[nH]c2c1 ?
786-0: 106; A498: 98; ACHN: 90; TK-10: 136; SN12C: 102; DU-145: 110; RXF 393: 120; CAKI-1: 93; UO-31: 77

How did NCCN1C(=O)C(=O)c2ccccc21 do in these assays?
786-0: 100; A498: 59; ACHN: 96; TK-10: 163; SN12C: 105; DU-145: 100; RXF 393: 101; CAKI-1: 94; UO-31: 93

Results for CC/C(=C(\CC)c1ccc(OC)cc1)c1ccc(O)cc1 ?
786-0: 87; A498: 106; ACHN: 96; TK-10: 102; SN12C: 106; DU-145: 101; RXF 393: 80; CAKI-1: 80; UO-31: 77

How did CCN(CC)CCOC(=O)C1(CCC(C)C)CCCCC1 do in these assays?
786-0: 94; ACHN: 102; TK-10: 100; SN12C: 97; DU-145: 114; RXF 393: 105; CAKI-1: 106; UO-31: 76

How did O=S(=O)(NCCCNc1nccc(-n2ccc3cccnc32)n1)c1ccc(Br)cc1 do in these assays?
786-0: 104; A498: 102; ACHN: 108; TK-10: 121; SN12C: 102; DU-145: 104; RXF 393: 107; CAKI-1: 94; UO-31: 107

What do the screens show for `CCOC(=O)c1cc2c(nc1OC)-c1cnn(-c3ccc(OC)cc3)c1CC2`?
786-0: 87; A498: 76; ACHN: 37; TK-10: 85; SN12C: 84; DU-145: 98; RXF 393: 103; CAKI-1: 79; UO-31: 79

How did C/C=C\c1cc(OC)c2c(c1)C(C)C(c1ccc(O)c(OC)c1)O2 (stereo not given) do in these assays?
786-0: 91; A498: 100; ACHN: 83; TK-10: 95; SN12C: 82; DU-145: 97; RXF 393: 99; CAKI-1: 107; UO-31: 41

Results for O=C1O[C@H]2[C@@H](I)[C@H]3C[C@H]2[C@H]1[C@H]3c1ccccc1 ?
786-0: 90; A498: 98; ACHN: 104; TK-10: 95; SN12C: 102; DU-145: 110; RXF 393: 115; CAKI-1: 88; UO-31: 88

What do the screens show for `CC(C)(C)OC(=O)N/N=C/c1ccc2c(c1)CCC2`?
786-0: 103; A498: 78; ACHN: 101; TK-10: 118; SN12C: 90; DU-145: 112; RXF 393: 111; CAKI-1: 102; UO-31: 87

What do the screens show for `COC(=O)c1ccccc1OC`?
786-0: 96; A498: 94; ACHN: 106; SN12C: 100; DU-145: 111; RXF 393: 87; CAKI-1: 104; UO-31: 99

Results for O=C(N/N=C/c1ccc(Cl)cc1)c1ccc(C(F)(F)F)nc1Nc1cccc(C(F)(F)F)c1 ?
786-0: 23; A498: 13; ACHN: 13; TK-10: 27; SN12C: 4.9*; DU-145: 13; RXF 393: 43; CAKI-1: -5.9*; UO-31: 10

Filtered by structure, those above containing a Cl atom.
How did N#CC1=C(c2cccs2)Nc2c(c(-c3ccccc3)nn2-c2ccccc2)C12C(=O)Nc1ccc(Cl)cc12 (stereo not given) do in these assays?
786-0: 22; A498: 89; ACHN: 13; TK-10: 31; SN12C: 34; DU-145: 50; RXF 393: -11*; CAKI-1: 23; UO-31: 13

Results for O=C(N/N=C/c1ccc(Cl)cc1)c1ccc(C(F)(F)F)nc1Nc1cccc(C(F)(F)F)c1 ?
786-0: 23; A498: 13; ACHN: 13; TK-10: 27; SN12C: 4.9*; DU-145: 13; RXF 393: 43; CAKI-1: -5.9*; UO-31: 10

9 consecutive compounds from above, for reference:
Results for Nc1cccc(-n2c(COc3ccc(OC(F)(F)F)cc3)nc3ccccc32)c1 ?
786-0: 108&108; A498: 153&146; ACHN: 105&91; TK-10: 109&111; SN12C: 107&110; DU-145: 135&103; RXF 393: 104&103; CAKI-1: 97&59; UO-31: 92&57

Results for CN(C)C(=S)Nc1ccccc1 ?
786-0: 95; A498: 101; ACHN: 98; TK-10: 99; DU-145: 96; RXF 393: 123; UO-31: 76

How did N#CC1=C(c2cccs2)Nc2c(c(-c3ccccc3)nn2-c2ccccc2)C12C(=O)Nc1ccc(Cl)cc12 (stereo not given) do in these assays?
786-0: 22; A498: 89; ACHN: 13; TK-10: 31; SN12C: 34; DU-145: 50; RXF 393: -11*; CAKI-1: 23; UO-31: 13

Results for COc1ccc(-c2nc(Br)cn3ccnc23)cc1 ?
786-0: 104; A498: 100; ACHN: 93; TK-10: 95; SN12C: 91; DU-145: 110; RXF 393: 111; CAKI-1: 85; UO-31: 77

What do the screens show for `COc1ccc(Cn2cc3c(c2)-c2oncc2CC3)cc1`?
786-0: 72; A498: 58; ACHN: 99; TK-10: 101; SN12C: 78; DU-145: 176; RXF 393: 76; CAKI-1: 64; UO-31: 68

How did CC1=CC2ON(C(=O)c3ccccc3)C1C1C(O)c3ccccc3N3C(=O)CO[C@]213 (stereo not given in full) do in these assays?
786-0: 100; A498: 98; ACHN: 99; TK-10: 115; SN12C: 17; DU-145: 108; RXF 393: 100; UO-31: 79

What do the screens show for `CCCCCCCCCCCCCCCC[N+]1(CC)CCCC1`?
786-0: -58*; A498: -9.6*; ACHN: 10.0*; TK-10: -59*; SN12C: -17*; DU-145: -92*; CAKI-1: -42*; UO-31: 38

What do the screens show for `O=S(=O)(NCCNc1cc(-c2c(-c3cccc(O)c3)nc3sccn23)ccn1)c1ccc(F)cc1`?
786-0: 58; A498: 55; ACHN: 62; TK-10: 105; SN12C: 52; DU-145: 66; RXF 393: 70; CAKI-1: 36; UO-31: 37

Results for COc1cccc(C2=NN3C(C2)c2cc(Br)cc(OC)c2OC32CCN(Cc3ccccc3)CC2)c1 (stereo not given) ?
786-0: 104; A498: 104; ACHN: 102; TK-10: 108; SN12C: 99; DU-145: 105; RXF 393: 115; CAKI-1: 90; UO-31: 85

Next part
Results for N#C/C(=C\c1cc2ccccc2[nH]1)c1cc(-c2ccc(Cl)cc2)n[nH]1 ?
786-0: 97; A498: 102; ACHN: 89; TK-10: 132; SN12C: 89; DU-145: 107; CAKI-1: 158; UO-31: 82

What do the screens show for `Nc1nc(N)c2c(n1)NC(c1sc(Cl)nc1Cl)CC(c1ccc(F)cc1)=N2` (stereo not given)?
786-0: 86; A498: 66; ACHN: 90; TK-10: 83; SN12C: 91; DU-145: 97; RXF 393: 68; CAKI-1: 85; UO-31: 74

Results for Cc1[nH][nH]c(=O)c1C(CC(=O)O)c1ccc(Cl)cc1 (stereo not given) ?
786-0: 103; A498: 109; ACHN: 106; TK-10: 108; SN12C: 101; DU-145: 110; RXF 393: 120; CAKI-1: 98; UO-31: 94

How did C=C1c2c(C)nn(-c3ccc(C)cc3)c2N(C)C23C[C@H]1C1(C)c4c(C)nn(-c5ccc(C)cc5)c4N(C)C(C)(C[C@H]12)C3 (stereo not given in full) do in these assays?
786-0: 91; A498: 92; ACHN: 82; SN12C: 94; DU-145: 107; RXF 393: 88; CAKI-1: 79; UO-31: 83

How did Brc1ccccn1 do in these assays?
786-0: 108; A498: 93; ACHN: 115; TK-10: 101; SN12C: 110; DU-145: 105; RXF 393: 101; CAKI-1: 95; UO-31: 96

How did CCCOC(=O)C1c2cc3c(cc2CC(C)C1C(=O)OCCC)OCO3 (stereo not given) do in these assays?
786-0: 94; A498: 100; ACHN: 101; TK-10: 94; SN12C: 104; DU-145: 112; RXF 393: 93; UO-31: 66

Results for NS(=O)(=O)c1ccc(Nc2nc(N/N=C/c3cn(-c4ccccc4)nc3-c3ccc(Cl)cc3)nc(Nc3ccccc3)n2)cc1 ?
786-0: 77; A498: 120; ACHN: 89; TK-10: 117; SN12C: 88; DU-145: 88; RXF 393: 69; CAKI-1: 107; UO-31: 77

How did C=C1SC(=Nc2c(C)cccc2Cl)N(C(=O)c2sc3ccccc3c2Cl)C12CCCCC2 do in these assays?
786-0: 85; A498: 204; ACHN: 77; TK-10: 124; SN12C: 81; DU-145: 113; RXF 393: 106; CAKI-1: 85; UO-31: 106

What do the screens show for `C1CCC(CC2CCCCC2)CC1`?
786-0: 102; ACHN: 111; TK-10: 114; SN12C: 111; DU-145: 99; RXF 393: 120; UO-31: 83

What do the screens show for `CCOC(=O)c1[nH]c(C)c(C(=O)O)c1C`?
786-0: 110; A498: 102; ACHN: 102; TK-10: 104; SN12C: 100; DU-145: 114; RXF 393: 115; CAKI-1: 97; UO-31: 85

How did Cc1ccc2nc(-c3nc(-c4ccc(C(F)(F)F)cc4)n4ccccc34)[nH]c2c1 do in these assays?
786-0: 96; A498: 63; ACHN: 98; TK-10: 122; SN12C: 89; DU-145: 95; RXF 393: 92; CAKI-1: 89; UO-31: 83

How did O=C1C=C(SCCO)C(=O)c2ccccc21 do in these assays?
786-0: 70; A498: 113; ACHN: -74*; TK-10: 96; SN12C: -87*; DU-145: -97*; RXF 393: 42; CAKI-1: 48; UO-31: -37*

Results for COc1cccc(/C=N/NC(=O)c2ccncc2)c1 ?
786-0: 96; ACHN: 106; TK-10: 112; SN12C: 105; DU-145: 113; RXF 393: 105; CAKI-1: 90; UO-31: 73

Results for COc1ccc2nc(C)c(C3=NNC(c4cc(OC)c(OC)c(OC)c4)C3)nc2c1 (stereo not given) ?
786-0: 100; A498: 108; ACHN: 103; TK-10: 123; SN12C: 91; DU-145: 102; RXF 393: 114; CAKI-1: 107; UO-31: 79

How did COc1cc(C[C@H]2OC(=O)C=C2c2ccc(O)cc2OC)ccc1O do in these assays?
786-0: 90; A498: 103; ACHN: 99; TK-10: 89; SN12C: 103; DU-145: 110; RXF 393: 119; UO-31: 83

What do the screens show for `O=C(CCc1nnc(Cn2ccnc2)o1)c1nc2ccccc2[nH]1`?
786-0: 105; A498: 101; ACHN: 107; TK-10: 110; SN12C: 99; DU-145: 108; RXF 393: 124; CAKI-1: 110; UO-31: 92

How did COc1cc(N=C2C(=O)N(Cc3ccccc3)c3ccccc32)cc(OC)c1OC do in these assays?
786-0: 103; A498: 108; ACHN: 97; TK-10: 112; SN12C: 100; DU-145: 104; RXF 393: -23*; CAKI-1: 84; UO-31: 77

Results for CCCCn1cnc2c(Sc3c([N+](=O)[O-])ncn3C)nc(N)nc21 ?
786-0: 104; ACHN: 100; TK-10: 102; SN12C: 98; DU-145: 100; RXF 393: 102; UO-31: 69

What do the screens show for `COc1ccc(Cl)cc1Nc1nc(C(F)(F)F)ccc1C(=O)N/N=C/c1c(Cl)cccc1Cl`?
786-0: 44; A498: -22*; ACHN: 39; TK-10: 67; SN12C: 63; CAKI-1: 35; UO-31: 31

What do the screens show for `O=C(Cn1cc[n+](CC(=O)c2ccc(F)cc2F)c1)Nc1cccc2cccnc12`?
786-0: 112; ACHN: 106; TK-10: 139; SN12C: 100; DU-145: 109; RXF 393: 108; CAKI-1: 97; UO-31: 85

Screening results: PubChem BioAssay, NCI
